DENV2 CPE rescue – protects cells from dengue virus 2 cytopathic effect. DENV2-infected cells, cytopathic effect rescue, plate reader. CPE inhibition, % at 9.99 µM. hit rate 1.7% among 350,000. AID 651640; in the data active = CPE inhibition above about 20%, passing the limit was not always enough; inconclusive = no clear call, values can overlap the other calls; tested in BHK-21 cells;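 note: 0% = median of neutral control wells and 100% = median of positive control wells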
INS-1E GSIS act – GLuc luminescence reporter in INS-1E cells, primary screen for activators of glucose-dependent secretion of insulin | INS-1E GLuc reporter insulin secretion, 2-3 h | activation, % at 16.6 µM | hit rate 0.61% among 370,000 | AID 743287;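 active = lowest replicate activation of at least 40%, so every replicate reaches that level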;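 note: 0% = median of neutral control wells and 100% = median of IBMX positive control wells; some compounds called inactive have numbers as strong as hits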
FN deposit inh – fibronectin deposition inhibition; AID 743247; hit rate 0.086% among 350,000; AH1F fibroblasts, Alexa488-fibronectin deposition fluorescence, overnight; inhibition, % at 12.6 µM;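 active = mean inhibition across replicates of 30% or more, regardless of how many single replicates reach that level; inconclusive = mean under 30% yet at least half of replicates reach 30%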;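 note: positive control wells lacked labelled fibronectin entirely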
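Material: AH1F fibroblasts assembling fluorescent fibronectin matrix; amount: 10000 AH1F cells/well; medium: DMEM, 2% serum; reagent: Alexa488-fibronectin, 24 nM final in well; dosing: single compound dose, delivered by pin transfer; incubation: 1 h adhesion, overnight exposure; detection: fluorescence after three HBSS washes, excitation 485 nm, emission 525 nm; measure: fibronectin deposition inhibition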
PAX8 inh HTS – PAX8 transcriptional activity inhibition; RMG-I TPO-luciferase reporter, SteadyGlo, 24 h; inhibition, % at 12.6 µM; hit rate 1.2% among 360,000; AID 652154;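 active = mean replicate inhibition at least 60% with every replicate also reaching 60%; inconclusive = only one of the two criteria is met; inactive = mean below 60% and not all replicates reaching 60%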;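 note: luciferase light reporting Pax8 driven TPO promoter activity; plate controls were median of neutral control wells for no effect and mitoxantrone controls for full effect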
F508del corr – correctors of CFTR F508del function in bronchial epithelial cells. CFBE cells, YFP halide quenching; stimulated with forskolin plus potentiator P3; % fluorescence drop versus neutral controls. activity (quench increase), % at 7.58 µM. hit rate 0.36% among 350,000. AID 720511;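 active = mean added fluorescence quench of at least 8% versus neutral control, with both replicates also reaching 8%; inconclusive = only one of the mean or replicate conditions met; inactive = mean below 8% and not both replicates reaching 8%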;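 note: cells transiently co-express mutant CFTR-F508del with the halide-sensitive YFP; corrector assay measuring rescue of mutant channel to the surface after 24 h compound exposure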
EWS-Fli block – inhibitors of EWS/Fli oncoprotein transcriptional activity | inhibition, % at 12.6 µM | A673 NR0B1-luciferase reporter, viability-normalised | hit rate 0.67% among 350,000;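 active = mean inhibition of at least 50% after viability correction, with every replicate also passing that limit; inconclusive = mean reaches 50% but only one of two replicates passes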;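 note: firefly luciferase signal divided by Alamar Blue viability fluorescence both relative to DMSO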
miR-122 sensor – miR-122 inhibition in Huh7 cells | hit rate 0.3% among 340,000 | activation (reporter increase), % at 12.5 µM | AID 602342 | Huh7 miR-122 Renilla luciferase sensor, 48 h; neutral wells = 0, positive control = 100;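 active = mean replicate activation score at least 90 and every replicate individually at or above 90; inconclusive = only one of the two criteria met; inactive = neither criterion met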;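 note: higher luciferase means less miR-122 activity so hits act as miR-122 inhibitors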
Numbers without * were called inactive; ? = inconclusive; · = no result given; [ ] = remark or other dose.

Each structure is followed by: DENV2 CPE rescue	INS-1E GSIS act	FN deposit inh	PAX8 inh HTS	F508del corr	EWS-Fli block	miR-122 sensor
C[C@H](CO)N1C[C@H](C)[C@@H](CN(C)S(=O)(=O)c2ccc(Cl)cc2)Oc2ccc(NC(=O)Cc3cn(C)c4ccccc34)cc2CC1=O
    ·	9	·	24	1.1	9	-2[16.7 µM]
Cc1noc(C)c1NC(=O)N(C)C[C@H]1OCCCC[C@@H](C)Oc2ccc(NS(=O)(=O)c3ccc(Cl)cc3)cc2C(=O)N([C@@H](C)CO)C[C@@H]1C
    5	-5	10	20	-0.1	13	2[16.7 µM]
C[C@H]1CN([C@@H](C)CO)C(=O)c2cc(C#Cc3ccccc3F)cnc2O[C@H]1CN(C)C(=O)Cc1ccncc1
    -4	2	·	-4	-2.5	-2	-5[16.7 µM]
C[C@H](CO)N1C[C@H](C)[C@@H](CN(C)C(=O)NC2CCCCC2)OCCCC[C@H](C)Oc2ccc(NS(=O)(=O)c3ccccc3)cc2C1=O
    -6	6	-7	14	-0.9	8	3[16.7 µM]
COCC(=O)Nc1ccc2c(c1)OC[C@H](C)N(C)C[C@H](C)[C@H](OC)CN(C)C2=O
    -8	6	-2	·	-0.4	-4	0[16.7 µM]
CC(=O)NC(NC(=S)Nc1ccc(N=Nc2ccccc2)cc1)C(Cl)(Cl)Cl (stereo not drawn)
    ·	·	-10	-70	·	·	-6
Cc1ccc(CCNC(=O)C2CCN(S(=O)(=O)N3CCOCC3)CC2)cc1
    4	-5	3	-6	-0.7	3	18
Cc1cc(C)cc(OC(=O)c2cccnc2)c1
    3	9	-2	15	-1.6	-3	-5
O=S(=O)(NCc1ccncc1)c1ccc(S(=O)(=O)NCC2CCCO2)cc1 (stereo not drawn)
    -2	-3	·	·	6.4	19	·
COc1ccc(NC(=O)N(Cc2ccc(C)cc2)Cc2ccccn2)c(OC)c1
    -3	-25	7	20	1.8	-1	2
Cc1cn(-c2cccnc2)c(C)c1CNC[C@H]1O[C@@H](n2cnc3c(N)ncnc32)[C@H](O)[C@@H]1O
    -1	12	0	-26	4.0	-4	-3
COc1ccc2nc3n(c(=O)c2c1)-c1ncccc1C(=O)NC3C (stereo not drawn)
    1	·	-4	15	1.9	8	-1
Cc1ccc(S(=O)(=O)N2C[C@@H]3CCCC[C@@H]3[C@@H](C)[C@H]2c2cn(Cc3ccccc3)c3ccccc23)cc1
    -2	·	-4	14	-0.2	18	·
COc1ccc(C)cc1S(=O)(=O)n1cnc2ccccc21
    1	-10	2	1	0.7	-7	·
O=C(NCC[C@@H]1CC[C@H](NC(=O)C2CCCCC2)[C@@H](CO)O1)Nc1ccc(Cl)cc1
    3	-11	-1	-22	-0.4	-25	-3[16.7 µM]
CCOC(=O)c1c(C)[nH]c(C)c1C(=O)COC(=O)CNC(=O)C1CCCCC1
    1	-4	-13	-15	-1.6	4	·
C[C@H]1CN([C@@H](C)CO)C(=O)Cc2cc(NC(=O)Cc3ccccc3)ccc2O[C@H]1CN(C)Cc1ccc(-c2ccccc2)cc1
    -11	-6	·	-3	2.7	21	-6[16.7 µM]
Cc1ccc(-c2csnn2)cc1
    0	-6	2	-49	·	0	·
O=C(O)CCC(=O)Nc1ccc(S(=O)(=O)Nc2nccs2)cc1
    4	-1	1	6	2.0	-5	1
Cn1c2ccccc2c2n[nH]c(=S)nc21
    6	·	-3	-11	0.7	11	0
CCOc1ccc(NC(=O)CSc2nnc(Cn3cnc([N+](=O)[O-])n3)n2C)cc1
    ·	26	-5	6	·	·	-5
Cc1cccc(C2(c3cccc(C)c3)CC2C(=O)NCC2CCCO2)c1 (stereo not drawn)
    -11	-5	0	10	0.0	8	2
Cc1ccc(-c2nnn(CC(=O)N(CC(=O)NC3CCCC3)c3ccccc3F)n2)o1
    6	-10	-11	5	2.4	4	1
Cc1cc(C)n2nc(SCC(=O)Nc3ccc(O)cc3)nc2n1
    3	12	-17	-13	-1.9	-6	-3
CCN(CC)CCN(Cc1cc2cc3c(cc2[nH]c1=O)OCCO3)C(=S)NCCCOC
    5	14	-10	6	-3.5	6	-7
O=c1[nH]c(-c2ccccc2)c(-c2ccccc2)[nH]1
    ·	·	1	-5	·	·	-14
CCC[N+]1(CC#CC2(O)CCCCC2)CCOCC1
    3	6	·	-1	4.4	-6	·
COC(=O)c1c(NC(=O)COC(=O)CCc2ccc(S(=O)(=O)N3CCOCC3)cc2)sc2c1CCC2
    ?	1	2	-8	1.1	14	·
CC1(C(=O)NS(=O)(=O)c2cccc(OC(F)F)c2)CCN1C(=O)C1CC1 (stereo not drawn)
    -3	13	-10	-9	1.8	-6	2
O=C(NCCCN1CCOCC1)c1ccc(N2CCCC2)c([N+](=O)[O-])c1
    0	-10	-5	5	2.9	-3	1
C/C(=N\NC1=NCCN1)c1ccc(Cl)cc1
    -3	15	-4	21	-0.2	7	·
Cn1cc(CN2CCCC(C(=O)c3cccs3)C2)c(-c2cccc(Cl)c2)n1 (stereo not drawn)
    0	-8	·	-12	-1.0	8	-8
C[C@H](CO)N1C[C@H](C)[C@@H](CN(C)C(=O)Nc2cccc3ccccc23)OCCCC[C@H](C)Oc2ccc(NS(=O)(=O)c3ccc(Cl)cc3)cc2C1=O
    -2	15	-16	42	-1.5	11	-9[16.7 µM]
Cc1cc(C)n2nc(C(=O)OC(C)C(=O)c3ccccc3)nc2n1 (stereo not drawn)
    -1	2	6	1	1.8	0	-8
COc1ccc(S(N)(=O)=O)cc1C(=O)OCC(=O)Nc1sccc1C#N
    -2	13	5	-13	-0.9	11	·
CN(Cc1cccc([N+](=O)[O-])c1)Cc1cccc2ccccc12
    5	-29	1	-17	-1.4	21	-3
CC1(C)CC(=O)C(C2C3=C(CC(C)(C)CC3=O)OC3=C2C(=O)CC(C)(C)C3)=C(O)C1
    -1	·	7	5	-1.4	10	·
COCC(=O)N(C)C[C@H]1Oc2cc(Br)ccc2S(=O)(=O)N([C@@H](C)CO)C[C@H]1C
    -10	4	4	·	-0.3	-2	-12[16.7 µM]
O=C(CN1C(=O)c2ccccc2C1=O)NC1CCCCC1
    2	13	2	2	-3.4	9	1
C[C@@H]1CCCCO[C@@H](CN(C)S(=O)(=O)c2ccccc2)[C@@H](C)CN([C@H](C)CO)C(=O)c2cc(NC(=O)Cc3ccccc3)ccc2O1
    1	1	-2	-7	0.8	0	0[16.7 µM]
O=C(OCc1ccc(Br)cc1)c1cnc(Cl)c(Cl)c1
    -1	0	-8	13	-1.3	10	-4
CCN(CC(=O)NC1CCS(=O)(=O)C1)c1ccc([N+](=O)[O-])cc1C#N (stereo not drawn)
    1	14	9	-12	-4.5	0	-9
CCN1C(=O)N[C@@H](c2ccco2)C(C(C)=O)=C1C
    7	7	-6	9	0.5	11	·
COC(=O)[C@H]1N[C@H]2c3ccc(C4=CCCCC4)c(=O)n3C[C@H]2[C@@H]1CO
    4	-4	-6	·	-3.7	-5	-1[16.7 µM]
Cc1ccccc1-c1nc(CS(=O)CC(=O)NC2CCCC2)c(C)o1 (stereo not drawn)
    6	6	5	-2	3.9	·	-1
O=C(C[C@H]1C[C@H]2c3cc(NC(=O)CC4CC4)ccc3O[C@H]2[C@H](CO)O1)NCc1ccc2c(c1)OCO2
    3	-6	-6	-9	-8.5	1	9[16.7 µM]
Cc1ccc(S(=O)(=O)N2CCCCC2)cc1C(=O)NCCC1=CCCCC1
    7	-10	-2	4	-1.9	12	·
CC1=CC(=O)[C@H]2C(C)(C)CCC[C@]2(C)[C@@]1(O)CO
    3	-7	·	·	-1.2	0	-11
O=C(NCCC(=O)N1CCC2(CC1)NCCc1[nH]cnc12)c1ccc(F)c(F)c1
    -2	-1	6	0	0.2	·	-2
COc1cccc(CC2(CO)CCCN(Cc3ccc(OC(F)F)cc3)C2)c1 (stereo not drawn)
    -13	-35	4	11	1.3	8	10
C[C@@H]1CN([C@@H](C)CO)C(=O)c2cc(NC(=O)NC3CCCCC3)ccc2O[C@@H]1CN(C)Cc1ccc(C(F)(F)F)cc1
    -10	-42	·	·	1.3	5	-3[16.7 µM]
CCCN(C(=O)c1cn(CCC)c2ccccc12)c1ccc(Oc2cccnc2)cc1
    2	·	2	42	2.2	33	·
O=C(CN1CC(=O)Nc2ccccc21)NCCc1ccc(Cl)cc1Cl
    10	-2	-2	18	-0.6	7	·
COc1cc(C(=O)NCC(=O)N/N=C/c2ccc(OC(=O)c3ccco3)cc2)cc(OC)c1OC
    14	1	5	5	1.4	6	·
CC[C@@]12C(=O)N(c3ccc(C)cc3)C(=O)N1[C@H](c1ccc(Br)cc1)[C@@H]1C(=O)N(C(C)(C)C)C(=O)[C@@H]12
    0	-9	-2	-10	4.7	-3	5
C[C@@H]1CN([C@@H](C)CO)C(=O)c2cc(C#CC3CCCCC3)cnc2O[C@@H]1CN(C)Cc1ccncc1
    -1	-17	·	·	0.7	-13	4[16.7 µM]
Cc1ccc(CCN2C(=O)CCC2(C)C(=O)NC2CCCC2)cc1 (stereo not drawn)
    17	·	-8	-11	1.9	-2	6
COc1ccc(CCC(=O)N2CCCC(Nc3ccccc3)C2)cc1OC (stereo not drawn)
    3	29	7	5	0.4	·	0
O=C(NCc1cccc(Cl)c1)C1CCC(=O)N(C2CC2)C1 (stereo not drawn)
    -2	18	-1	-12	2.1	-7	-8
Cc1coc2cc3oc(=O)c(CC(=O)N[C@@H](CC(C)C)C(=O)O)c(C)c3cc12
    -6	·	3	4	1.2	-1	-5

Later entries.
Each structure is followed by: DENV2 CPE rescue	INS-1E GSIS act	FN deposit inh	PAX8 inh HTS	F508del corr	EWS-Fli block	miR-122 sensor
COc1cccc2cc(C(=O)OC(C)C(=O)c3ccc(C)cc3)c(=O)oc12 (stereo not drawn)
    15	-14	-2	-1	2.1	-1	-9
COc1ccc(S(=O)(=O)NCC2CCCN(Cc3ccccc3Cl)C2)cc1 (stereo not drawn)
    3	3	0	3	0.5	·	13
COc1cccc(CN(C)C(=O)C2CCN(S(=O)(=O)c3ccc(C)cc3)CC2)c1OC
    ·	-7	7	8	0.8	-4	·
CCc1ccc(C(C(=O)NCCOC)N(C(=O)Cn2nnc3ccccc32)c2cccnc2)cc1 (stereo not drawn)
    ·	·	-2	-5	·	·	-8
COc1ccc(CN2C(=O)c3ccccc3C2c2nnnn2-c2ccc3c(c2)OCCO3)cc1 (stereo not drawn)
    -7	3	-8	-14	-2.4	8	·
O=C(CCS(=O)(=O)c1ccccc1)Nc1ccc(S(=O)(=O)Nc2nccs2)cc1
    -2	·	5	0	4.7	-7	·
NS(=O)(=O)c1ccc(NC(=O)COC(=O)COc2ccc(Cl)cc2)cc1
    6	0	2	10	4.4	15	·
COC(=O)c1ccc(OCC(=O)NC2CCCCCCC2)cc1
    -4	-26	1	·	5.7	-2	1
CN(C)CC(=O)Nc1ccc2c(c1)[C@H]1C[C@H](CC(=O)NC3CCCCC3)O[C@H](CO)[C@H]1O2
    -3	11	·	-11	0.8	0	-5[16.7 µM]
C=CCc1cc(Cl)ccc1OCCN1CC(C)OC(C)C1 (stereo not drawn)
    -6	5	-2	0	2.2	0	·

In the list so far, these contain a COOH group.
Each structure is followed by: DENV2 CPE rescue	INS-1E GSIS act	FN deposit inh	PAX8 inh HTS	F508del corr	EWS-Fli block	miR-122 sensor
O=C(O)CCC(=O)Nc1ccc(S(=O)(=O)Nc2nccs2)cc1
    4	-1	1	6	2.0	-5	1
Cc1coc2cc3oc(=O)c(CC(=O)N[C@@H](CC(C)C)C(=O)O)c(C)c3cc12
    -6	·	3	4	1.2	-1	-5

Compound activity as filed in PubChem.
